# Compound activity as filed in PubChem.
# RSV antiviral HEp-2 – RSV antiviral activity via CPE protection, HEp-2 cells, primary 10 µM value included (AID 2391); HEp-2 cells, RSV-induced CPE inhibition; higher % means a stronger effect; CPE inhibition, % at 10 µM, or IC50 in µM where a hit was titrated; hit rate 0.13% among 310,000; in the data active means a potency from the dose series; inconclusive means CPE inhibition mostly from about 23% at the one dose, without a potency; inactive means the rest, 99 in 100 with CPE inhibition below about 21%; further: strong numbers were not always called active
# West Nile virus CPE – West Nile virus antiviral activity, cell-based, CPE readout (AID 1621). West Nile virus-infected cells, CPE inhibition; higher % means a stronger effect. CPE inhibition, % at 10 µM; hits with a dose series show IC50 in µM. hit rate 0.02% among 290,000; in the data active means a potency from the dose series; inconclusive means CPE inhibition mostly from about 3.7% at the one dose, without a potency; inactive means the rest, 99 in 100 with CPE inhibition below about 2.2%; further: strong numbers were not always called active
# ER stress rescue – rescue of cells from ER stress-induced death, primary screen, 384-well, CSM14.1, thapsigargin, ATP luminescence (AID 1222). CSM14.1 thapsigargin-induced death rescue, ATP luminescence; higher % means a stronger effect. cellular ATP content (survival), % at 20 µM; hits with a dose series show EC50 in µM. 190,000 tested, under 10 active;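 active means EC50 below 50 µM in the dose-response confirmation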;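 further: death triggered by thapsigargin at about 15 µM added after 2 h compound pretreatment; cell ATP read after overnight thapsigargin exposure of roughly 18 to 22 hours; normalized against plate controls of thapsigargin alone and 5% DMSO vehicle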
# LYP phosphatase – inhibitors of LYP phosphatase, biochemical, fluorescence intensity, uHTS (AID 1779). one-dose inhibition, % at 11.5 µM; IC50 in µM for titrated hits. hit rate 0.054% among 290,000. recombinant LYP phosphatase, fluorescence intensity; higher % means a stronger effect. Tyrosine-protein phosphatase non-receptor type 22 (Homo sapiens); in the data active means inhibition above about 50%;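 further: plate controls were vehicle with enzyme for no effect and no enzyme for full effect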
# GPR35 arrestin U2OS – GPR35 antagonists blocking zaprinast-driven arrestin recruitment, primary screen, imaging, U2OS, beta-arrestin-GFP, zaprinast agonist (AID 2058). hit rate 0.052% among 290,000. one-dose inhibition, % at 10 µM; IC50 in µM for titrated hits. U2OS GPR35 beta-arrestin-GFP translocation imaging, zaprinast antagonism; higher % means a stronger effect. G-protein coupled receptor 35 (Homo sapiens);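 active means inhibition of at least 50% with at least 30 cells and total cytoplasm GFP at most 10,000,000; inconclusive means under 30 cells or total GFP of 10,000,000 plus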
# SV40 large T antigen – SV40 large T antigen inhibitors, biochemical (AID 1903) | SV40 large T antigen ATPase/helicase inhibition assay; higher % means a stronger effect | inhibition, % at 20 µM, or IC50 in µM where a hit was titrated | hit rate 0.39% among 310,000; in the data active means a potency from the dose series; inconclusive means inhibition mostly from about 32% at the one dose, without a potency; inactive means the rest, 99 in 100 with inhibition below about 32%; further: strong numbers were not always called active
# * marks the source's active call; other numbers are inactive results; ? = inconclusive; / = no result given. Only part of the results is shown; rates above refer to the full screens.
# Sample of the layout, 12 compounds:
SMILES,RSV antiviral HEp-2,West Nile virus CPE,ER stress rescue,LYP phosphatase,GPR35 arrestin U2OS,SV40 large T antigen
CCCCCCNC(=O)n1cc(F)c(=O)[nH]c1=O,/,2.4%,/,/,/,/
CC(C)CC(NC(=O)C(COC(C)(C)C)NC(=O)C(Cc1ccc(O)cc1)NC(=O)C(CO)NC(=O)C(Cc1c[nH]c2ccccc12)NC(=O)C(Cc1cnc[nH]1)NC(=O)C1CCC(=O)N1)C(=O)N[C@@H](CCCN=C(N)N)C(=O)N1CCCC1C(=O)NNC(N)=O (stereo partly drawn),/,0.3%,/,/,/,/
O=[N+]([O-])c1ccc(Oc2ncccn2)cc1,/,/,/,/,/,-3.9%
COc1cccc(-c2cc(C(=O)NC3CCCC3)c3ccccc3n2)c1,/,/,/,/,/,5.1%
COc1ccccc1Oc1ccc(NC(=O)Cc2ccccc2)cc1,/,/,/,/,/,9.5%
c1ccc(Sc2ccccn2)cc1,/,/,/,/,/,19.0%
CCOc1ccc(N2C(=O)CC(Sc3nc(O)c(CC)c(=O)[nH]3)C2=O)cc1 (stereo not drawn),/,/,/,/,/,13.7%
CCN=C(NCC)SC1CC(=O)N(CCc2ccccc2)C1=O (stereo not drawn),/,/,/,/,/,11.0%
Cc1ccc(NC(=S)NC(=O)c2cncc(Br)c2)c(C)c1,/,/,/,/,/,13.2%
CCOc1cc(/C=N/NC(=O)c2cc(-c3cccc(OC)c3)nc3ccccc23)ccc1O,/,/,/,/,/,10.4%
COc1ccc(OC)c(S(=O)(=O)Nc2cccc3c(O)cccc23)c1,/,/,/,/,/,38.2%
O=Cc1cccc(OC(=O)Nc2ccccc2)c1,/,/,/,/,/,-1.4%

# The listing, from the first entry:
SMILES,RSV antiviral HEp-2,West Nile virus CPE,ER stress rescue,LYP phosphatase,GPR35 arrestin U2OS,SV40 large T antigen
CCCCCCNC(=O)n1cc(F)c(=O)[nH]c1=O,/,2.4%,/,/,/,/
CC(C)CC(NC(=O)C(COC(C)(C)C)NC(=O)C(Cc1ccc(O)cc1)NC(=O)C(CO)NC(=O)C(Cc1c[nH]c2ccccc12)NC(=O)C(Cc1cnc[nH]1)NC(=O)C1CCC(=O)N1)C(=O)N[C@@H](CCCN=C(N)N)C(=O)N1CCCC1C(=O)NNC(N)=O (stereo partly drawn),/,0.3%,/,/,/,/
O=[N+]([O-])c1ccc(Oc2ncccn2)cc1,/,/,/,/,/,-3.9%
COc1cccc(-c2cc(C(=O)NC3CCCC3)c3ccccc3n2)c1,/,/,/,/,/,5.1%
COc1ccccc1Oc1ccc(NC(=O)Cc2ccccc2)cc1,/,/,/,/,/,9.5%
c1ccc(Sc2ccccn2)cc1,/,/,/,/,/,19.0%
CCOc1ccc(N2C(=O)CC(Sc3nc(O)c(CC)c(=O)[nH]3)C2=O)cc1 (stereo not drawn),/,/,/,/,/,13.7%
CCN=C(NCC)SC1CC(=O)N(CCc2ccccc2)C1=O (stereo not drawn),/,/,/,/,/,11.0%
Cc1ccc(NC(=S)NC(=O)c2cncc(Br)c2)c(C)c1,/,/,/,/,/,13.2%
CCOc1cc(/C=N/NC(=O)c2cc(-c3cccc(OC)c3)nc3ccccc23)ccc1O,/,/,/,/,/,10.4%
COc1ccc(OC)c(S(=O)(=O)Nc2cccc3c(O)cccc23)c1,/,/,/,/,/,38.2%
O=Cc1cccc(OC(=O)Nc2ccccc2)c1,/,/,/,/,/,-1.4%
N#Cc1sc2nccc(Nc3ccccc3)c2c1N,/,/,/,/,/,10.0%
N#C/C(C(N)=O)=C1/CCCN1Cc1ccccc1,/,/,/,/,/,2.6%
Fc1ccc(Oc2ccnc(Cl)n2)c(Cl)c1,/,/,/,/,/,10.1%
O=C1NC(Cc2ccccc2)c2nc3ccccc3c(=O)n2-c2ccc(Cl)cc21 (stereo not drawn),0.5%,/,/,/,/,/
COc1ccc2c(c1)[C@H]1[C@H](CO2)[C@H](c2ccccc2)[C@]2(C)C(=O)N[C@@H](C)C(=O)N12,2.5%,/,/,/,/,/
Cc1c(N=CC=Nc2c(C)n(C)n(-c3ccccc3)c2=O)c(=O)n(-c2ccccc2)n1C,/,/,/,3.6%,-16.7%,/
Cc1nn2c(-c3cccc(NC(=O)CN4CCOCC4)c3)nnc2c2ccccc12,5.3%,1.4%,/,/,/,/
COc1ccc(C2c3c(oc4ccccc4c3=O)C(=O)N2CCCN2CCOCC2)cc1 (stereo not drawn),5.1%,-0.5%,/,/,/,/
O=C(NCCCNC(=O)NC1CCCCC1)NC1CCCCC1,1.8%,-0.1%,/,/,/,/
O=C(c1cccc2ccccc12)n1nnc2ccccc21,-0.3%,0.0%,/,/,/,/
COC(=O)c1ccccc1NC(=O)Cn1cnc2c(cnn2-c2ccc(C)c(C)c2)c1=O,1.8%,-0.1%,/,/,/,/
Cc1cc(NC(=O)CSc2nc(C3CC3)nc3sc4c(c23)CCC(C)C4)no1 (stereo not drawn),2.7%,-0.2%,/,/,/,/
CCOC(=O)c1cnc(Nc2nc3ccccc3o2)nc1CSc1ncccn1,0.9%,-0.3%,/,/,/,/
CC1=NN(c2ccccc2)C(=O)/C1=C/c1c(C)[nH]n(-c2ccc(C)cc2)c1=O,0.8%,/,/,/,/,24.2%
O=C(CCC(=O)c1ccccc1)Nc1ccccc1,2.5%,/,/,/,/,7.2%
Nc1nc(Nc2ccc(Cl)cc2)c(NC=O)c(=O)[nH]1,-1.1%,/,/,/,/,17.2%
CCC1CCC/C1=N\NC(=O)c1ccccc1Cl (stereo not drawn),2.3%,/,/,/,/,8.0%
CC(C)Oc1ccccc1/C=N/NC(=O)C1CC1,1.2%,/,/,/,/,7.4%
Cc1ccc(N=Cc2cc3c(cc2[N+](=O)[O-])OCO3)cc1[N+](=O)[O-],-2.1%,/,/,/,/,26.6%
CC(C)(C)c1ccc(OCC(O)CN2CCc3ccccc3C2)cc1 (stereo not drawn),6.5%,/,/,/,/,8.2%
COc1ccc(S(=O)(=O)NNC(=O)Nc2ccc(F)cc2)cc1,1.3%,/,/,/,/,5.6%
COc1ccc(C(=O)N/N=C/c2ccc(N(C)c3ccccc3)cc2)cc1,?,/,/,/,/,14.4%
COc1ccc(CCNC(=O)CNS(=O)(=O)c2ccc(Cl)cc2)cc1,1.6%,/,/,/,/,10.7%
COC(=O)c1ccc(SCc2ccccc2)nc1,0.5%,/,/,/,/,5.7%
COc1ccc(NC(=O)c2nc[nH]c2C(=O)NCCCCCNC(=O)OC(C)(C)C)cc1,-4.2%,/,/,/,/,3.4%
COc1ccc(NC(=O)Nc2ccc3[nH]ccc3c2)cc1,-0.4%,/,/,/,/,10.0%
COc1ccc(CN2CCCCCC2)cc1OC,2.2%,/,/,/,/,6.0%
COc1ccc(CCC(=O)Nc2nnc(C)s2)cc1,1.9%,/,/,/,/,6.3%
Nc1c(Cl)cnn(-c2ccccc2)c1=O,1.0%,/,/,/,/,13.8%
Cc1ccc(C(=O)Nc2cccc3cccnc23)cc1Br,2.0%,/,/,/,/,6.4%
C/C(=N\N=C(/C)c1cccc(N)c1)c1cccc(N)c1,-0.3%,/,/,/,/,7.9%
Cn1c(C(=O)NN)cc2cc(OCc3ccccc3)ccc21,0.1%,/,/,/,/,1.4%
Cc1ccc(OCC(=O)Oc2cccc(C)c2)cc1,-0.1%,/,/,/,/,9.1%
CC(CNC(=O)CCc1ccccc1)NC(=O)CCc1ccccc1 (stereo not drawn),2.3%,/,/,/,/,13.7%
COc1ccc2c(c1)nc1n2CN(CC2CCCO2)CN1Cc1ccccc1 (stereo not drawn),/,/,-3.7%,0.7%,-5.1%,/
O=C(O)[C@@H]1CSC2(CCSC2)N1 (stereo partly drawn),/,/,-0.9%,-6.4%,-3.7%,/
COc1cc(C(=O)Nc2c(-c3ccccn3)c(=O)c3ccccc3n2C)cc(OC)c1OC,/,/,-1.2%,-6.2%,5.1%,/
Cc1ccc(-n2c(C)c3c(C)nnc(C)c3c2C)cc1,/,/,-2.1%,1.7%,15.3%,/
Cc1cc(C)nc(N2CCN(c3ncnc4c3oc3ccccc34)CC2)n1,/,/,-0.8%,-1.4%,-18.1%,/
c1cncc(-c2nc3cc(Cc4ccc5oc(-c6cccnc6)nc5c4)ccc3o2)c1,/,/,0.3%,-7.6%,-7.6%,/
Cc1ccc(-c2nnc(CSc3nnc4c5c(C)c(C)sc5nc(C(C)C)n34)o2)cc1,/,/,1.2%,-4.1%,-13.4%,/
CCc1ccc2nc(NC3=NCN(CCN4CCOCC4)CN3)nc(C)c2c1,/,/,-3.2%,-8.2%,19.8%,/
Cc1cc(C)c2c(n1)nn1c(N3CCN(c4ccccn4)CC3)cc(C)nc21,/,/,-1.0%,-3.6%,-5.0%,/
CCCN1CCC(N2CCN(c3ccccc3OC)CC2)CC1,/,/,0.4%,-8.7%,0.2%,/
Cc1cc(C)c2[nH]c(=O)c(C(c3nnnn3C3CCCC3)N3CCOCC3)cc2c1 (stereo not drawn),/,/,-1.1%,-2.9%,-12.6%,/
CN1CCN(c2nc3c(c(=O)[nH]c(=O)n3C)n2CCSc2ncccn2)CC1,/,/,1.0%,3.3%,-7.7%,/
CCn1c(SCC(=O)Nc2cc(C)on2)nc2sc(C)c(C)c2c1=O,/,/,1.8%,0.9%,-4.9%,/
Cc1nc(SCC(=O)c2c(C)[nH]c3ccccc23)c2c(=O)n(C)c(=O)n(CC(C)C)c2n1,/,/,-1.0%,-15.0%,9.0%,/
# Other structures follow.
SMILES,RSV antiviral HEp-2,West Nile virus CPE,ER stress rescue,LYP phosphatase,GPR35 arrestin U2OS,SV40 large T antigen
CC(C)OC(=O)C(C#N)c1nc2ccccc2nc1N1CCN(Cc2ccc3c(c2)OCO3)CC1 (stereo not drawn),/,/,1.9%,-4.1%,-0.8%,/
COc1cccc2cc(C(=O)C3=C(O)C(=O)N(CCCN(C)C)C3c3ccncc3)oc12 (stereo not drawn),/,/,-0.2%,-1.8%,-1.4%,/
Cn1c(=O)c2c(ncn2CC(=O)Nc2cc(Cl)c(Cl)cc2Cl)n(C)c1=O,/,/,-1.6%,-4.0%,0.9%,/
Cc1nnc2n(Cc3ccccc3)c(=O)c3c4c(sc3n12)CN(Cc1ccccc1)CC4,/,/,-0.1%,-8.4%,-16.2%,/
c1nc(N2CCNCC2)c2sc3nc(N4CCOCC4)c4c(c3c2n1)CCC4,/,/,-8.2%,0.2%,-3.9%,/
Cc1oc(C(=O)O)cc1COc1ccc2c3c(c(=O)oc2c1C)CCCC3,/,/,2.4%,-7.2%,15.5%,/
Cc1cc(N2CCCC2)n2nc(C)c(-c3ccccc3)c2n1,/,/,-0.5%,-7.9%,12.4%,/
Cc1nn(CC(=O)Nc2cccnc2N2CCOCC2)c(=O)c2ccccc12,/,/,0.5%,-11.1%,-3.3%,/
Cc1cc(C)c(S(=O)(=O)N2CCN(c3nc4c(c(=O)n(C)c(=O)n4C)n3C)CC2)c(C)c1,/,/,2.9%,-6.5%,13.9%,/
CC1CCN(S(=O)(=O)c2ccc(S(=O)(=O)N3CCN4CCCC4C3)cc2)CC1 (stereo not drawn),/,/,-0.3%,-2.2%,15.6%,/
Cc1cnc(-c2nnc(N(C)C(=O)c3ccccn3)s2)cn1,/,/,-1.6%,-4.7%,-3.7%,/
CCCn1c(=O)c2ccccc2n2c(SCC(=O)c3cc(C)n(CC4CCCO4)c3C)nnc12 (stereo not drawn),/,/,3.5%,2.2%,8.9%,/
O=C1N=C(N2CCOCC2)S/C1=C1\C(=O)N(Cc2ccccc2)c2ccc(Br)cc21,/,/,1.5%,0.2%,-6.7%,/
Cn1c2ccccc2c2nnc(SCN3C(=O)c4ccccc4C3=O)nc21,/,/,-0.4%,-9.0%,-1.5%,/
O=S(=O)(c1ccccc1)N1CCC(N2CCN(c3ccccc3)CC2)CC1,/,/,-0.6%,-2.0%,-9.8%,/
Cn1c(=O)c2c(nc(CN3CCN(c4ccccc4)CC3)n2Cc2ccccc2F)n(C)c1=O,/,/,1.9%,-2.4%,-14.5%,/
